SMARCA2 act = SMARCA2 (BRM) function activators, primary screen, cell-based, luminescence, high throughput. activation, % at 9.1 µM. MG213 cells, MMTV-luciferase reporter, dexamethasone, overnight. hit rate 1% among 370,000; in the data active = activation above about 7.8%;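 note: 0% = vehicle wells and 100% = reference activator wells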
ADAM10 inh = human ADAM10 inhibitors, primary screen, biochemical, QFRET, HTS; Disintegrin and metalloproteinase domain-containing protein 10 (Homo sapiens), O14672; inhibition, % at 7 µM; AID 720582, 2013; hit rate 0.62% among 370,000; recombinant ADAM10, EDANS/DABCYL FRET peptide cleavage, 3 h;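 active = inhibition above a per-campaign cutoff equal to the mean of compounds falling between control-based bounds plus 3 SD, cut at about 20% in these data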;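 note: 0% = DMSO wells while the 100% control is not disclosed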
hgDAF12 agonist = H. glycines DAF-12 receptor agonists, primary screen, cell-based, luminescence, HEK293, GAL4 fusion, UAS-luciferase. Nuclear hormone receptor DAF-12 (Heterodera glycines), GAL4 fusion. HEK293 GAL4-hgDAF12 UAS-luciferase reporter, agonist luminescence; normalized to butyrate control. activation, % at 6.8 µM. hit rate 1.8% among 370,000. AID 687014, 2013;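 active = activation above a cutoff set at the mean of all screened compounds plus 3 SD, cut at about 10% in these data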;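 note: 0% = DMSO wells and 100% = sodium butyrate wells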
NPR1 activator = GC-A stimulated cGMP production enhancers – HEK293 GC-A cells, cGMP TR-FRET, EC30 ANP, primary screen | AID 1671463, 2021 | 0% at EC30 ANP, 100% saturating ANP | activation, % at 10 µM | hit rate 0.14% among 370,000; in the data active = activation above about 40%
Target sequence (P16066 whole entry, looked up): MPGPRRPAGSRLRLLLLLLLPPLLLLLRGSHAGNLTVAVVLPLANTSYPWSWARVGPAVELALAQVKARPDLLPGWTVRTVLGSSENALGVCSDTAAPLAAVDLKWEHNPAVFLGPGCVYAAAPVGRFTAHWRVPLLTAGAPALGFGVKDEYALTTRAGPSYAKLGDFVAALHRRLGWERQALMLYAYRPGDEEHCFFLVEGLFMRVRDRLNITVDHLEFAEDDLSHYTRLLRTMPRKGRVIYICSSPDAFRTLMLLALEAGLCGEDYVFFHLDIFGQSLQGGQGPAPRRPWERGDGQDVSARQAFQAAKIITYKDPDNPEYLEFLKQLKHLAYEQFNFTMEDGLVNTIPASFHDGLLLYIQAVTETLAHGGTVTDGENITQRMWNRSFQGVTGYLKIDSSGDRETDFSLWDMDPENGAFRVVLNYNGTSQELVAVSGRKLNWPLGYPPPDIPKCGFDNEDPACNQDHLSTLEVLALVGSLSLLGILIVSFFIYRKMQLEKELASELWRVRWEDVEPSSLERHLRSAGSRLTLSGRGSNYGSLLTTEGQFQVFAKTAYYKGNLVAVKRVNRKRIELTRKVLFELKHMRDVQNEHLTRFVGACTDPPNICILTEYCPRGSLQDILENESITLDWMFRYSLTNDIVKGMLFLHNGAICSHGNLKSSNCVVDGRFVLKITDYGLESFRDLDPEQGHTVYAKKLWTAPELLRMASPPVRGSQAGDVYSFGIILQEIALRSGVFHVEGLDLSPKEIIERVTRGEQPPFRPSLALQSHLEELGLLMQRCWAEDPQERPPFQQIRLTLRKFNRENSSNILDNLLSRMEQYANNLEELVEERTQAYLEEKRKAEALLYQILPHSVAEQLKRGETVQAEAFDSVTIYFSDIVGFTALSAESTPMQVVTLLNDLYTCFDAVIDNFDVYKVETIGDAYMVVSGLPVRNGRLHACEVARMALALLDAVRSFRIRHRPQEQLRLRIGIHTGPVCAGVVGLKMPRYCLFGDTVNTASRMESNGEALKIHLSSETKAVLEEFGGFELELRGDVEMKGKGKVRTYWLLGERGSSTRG
PG9 binder = binders of HIV-1 gp120 antibody PG9, primary screen, biochemical, TR-FRET | inhibition, % at 6.7 µM | TR-FRET gp120-PG9 antibody binding | HIV-1 gp120 / PG9 antibody interaction | AID 624416, 2012 | hit rate 0.43% among 360,000; in the data active = inhibition above about 8.5%
FXN GAA850 act = FXN promoter activators, primary screen, cell-based, luciferase luminescence, HEK293 lucGAA850; activation, % at 6 µM; hit rate 0.56% among 360,000; HEK293 lucGAA850 FXN promoter luciferase reporter, 24 h; percent of 10 µM SAHA response;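 active = activation above the average of all compounds screened plus 3 SD, cutoff fixed separately per campaign, cut at about 7.5% in these data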;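 note: 0% = DMSO wells and 100% = 10 µM SAHA wells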
hcDAF-12 act = H. contortus DAF-12 nuclear receptor activators, primary screen, cell-based, luminescence, HEK293, lit1-tk-luc reporter | HEK293 hcDAF-12 lit1-tk-luc reporter; 0% DMSO, 100% Δ7-dafachronic acid | activation, % at 6.8 µM | hit rate 1.4% among 370,000 | AID 652067, 2013;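 active = activation above the mean of all tested compounds plus 3 SD, cut at about 5.5% in these data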;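 note: 100% = response to 3 µM Δ7-dafachronic acid high control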
DAX1 inh-1 = DAX1 (NR0B1) inhibitors on StAR promoter, primary screen, cell-based, luminescence, SF-1 (NR5A1), full-length DAX-1 | HEK293T StAR-luciferase reporter, SF-1/DAX-1 repression relief | inhibition, % at 6.8 µM | hit rate 1.1% among 370,000 | AID 652010, 2013;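 active = inhibition above the mean over all tested compounds plus 3 SD, cut at about 3.6% in these data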;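 note: 0% = DAX-1 cells with DMSO and 100% = cells lacking DAX-1 with DMSO; higher inhibition means more luminescence from relief of DAX-1 repression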
ssDAF12 agonist = S. stercoralis DAF-12 nuclear receptor activators, primary screen, cell-based, luminescence, HEK293, GRIP1 co-expression, lit1-tk-luc | Nuclear hormone receptor DAF-12 (Strongyloides stercoralis) | HEK293 ssDAF-12/GRIP1 lit1-tk-luc reporter; % of 3 µM dafachronic acid response | activation, % at 6.8 µM | hit rate 1% among 370,000;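 active = activation above the mean over all tested compounds plus 3 SD, cut at about 0.9% in these data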;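 note: 0% = DMSO-only wells and 100% = 3 µM delta7-dafachronic acid wells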
DAX1 inh-2 = DAX1 (NR0B1) inhibitors, primary screen, cell-based, HEK293, Gal4-DAX1, luciferase luminescence. HEK293 Gal4-DAX1 luciferase reporter. AID 504766, 2011. hit rate 0.99% among 340,000. inhibition, % at 6.75 µM;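 active = inhibition above the mean over all tested compounds plus 3 SD, cut at about 4.2% in these data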;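 note: 0% = DAX1-transfected cells with DMSO and 100% = empty-vector control cells with DMSO; inhibition shows as a rise in luminescence from relieved DAX1 repression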
ADAM17 inh = ADAM17 inhibitors, primary screen, biochemical, QFRET; recombinant ADAM17, EDANS/DABCYL FRET peptide cleavage; inhibition, % at 6.95 µM; hit rate 0.83% among 370,000;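 active = inhibition above the mean of compounds lying between control limits plus 3 SD, set per campaign, cut at about 8.5% in these data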;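 note: 0% = DMSO-only wells as the low control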
Numbers without * were called inactive; · = no result given.

SMILES	SMARCA2 act	ADAM10 inh	hgDAF12 agonist	NPR1 activator	PG9 binder	FXN GAA850 act	hcDAF-12 act	DAX1 inh-1	ssDAF12 agonist	DAX1 inh-2	ADAM17 inh
CC1(C)Cc2c(cnn2-c2ccc(F)cc2)C(NC(=O)c2cnccn2)C1 (stereo not given)	-1.2	7.0	-1.2	-1.9	-3.7	1.3	-1.6	2.1	-1.3	0.9	3.7
CCC(C(=O)Nc1c(C)cccc1C)n1c(-c2cnc(C)cn2)nc2ccccc21 (stereo not given)	-0.5	-55.0	-2.3	1.5	0.1	·	0.0	-1.0	-0.7	·	-16.8
O=S1(=O)CC(N2CCCCC2)CN1C1CCCCC1 (stereo not given)	2.1	-5.2	-0.2	2.7	-1.0	·	0.2	-0.4	-1.2	·	-0.9
C/[N+]([O-])=C/c1c(OCc2ccc(Cl)cc2Cl)ccc2ccccc12	-3.5	9.0	4.6	-9.3	-2.7	3.6	6.0*	0.4	0.2	-0.3	1.4
Cc1ccccc1C(O)c1cccnc1 (stereo not given)	0.7	3.3	2.6	2.6	-0.7	0.5	-1.7	0.0	-1.1	-1.1	0.6
Nn1c(SCC(=O)NC2CCCC2)nnc1C(F)(F)F	-0.4	-24.2	-0.6	1.1	0.4	0.1	-0.8	-1.3	-0.3	5.3*	-9.2
O=C(O)CN(Cc1ccccc1)S(=O)(=O)c1ccc2c(c1)OCCO2	-2.4	0.2	-2.7	1.4	-0.7	-0.6	-0.6	-0.4	0.7	0.7	-4.0
O=C(CCC(=O)c1cccs1)NNC(=O)c1ccccc1O	-0.6	-23.6	2.0	2.6	-3.3	-1.5	2.9	-0.2	0.0	1.8	-7.0
COc1ccc(N2CCCC2)c(NC(=O)COc2ccccc2)c1	-1.7	-4.8	2.3	-9.9	-1.9	-0.4	0.8	-0.2	-0.3	-0.1	-1.6
CN(NC(=O)COc1ccccc1)C1=NS(=O)(=O)c2ccccc21	0.1	1.8	-0.5	-2.5	0.3	2.0	-1.8	0.1	-1.8	1.4	-2.6
COc1ccc(C2=CN(Cc3ccccc3)C(c3ccc(OC)cc3)CC2=O)cc1 (stereo not given)	1.6	-2.5	1.2	-2.8	4.4	·	-0.8	-1.1	-0.4	·	1.8
COc1ccc(CCNC(=O)c2nn(C)c3c2CS(=O)(=O)c2ccccc2-3)c(OC)c1	-3.0	1.2	-0.7	1.9	-1.0	-0.8	-2.0	-1.0	-1.3	-1.0	-1.9
FC(F)Oc1ccc(/C=N/NC(=S)Nc2cc(C(F)(F)F)ccc2Cl)cc1	-0.2	0.0	1.6	1.6	-1.6	0.3	-0.5	0.7	-1.2	-0.3	-3.8
O=C(NC1CC2CCCC(C1)N2S(=O)(=O)c1ccccc1)c1ccccc1 (stereo not given)	-1.9	-11.4	-2.4	-0.7	0.2	-1.4	-1.8	-0.9	-1.4	-2.1	-6.2
Cc1cccc(-n2nc(C(=O)Nc3ccccc3)n3c(=O)cc(-c4ccccc4)nc23)c1	-1.4	-1.8	-0.9	6.2	0.3	-1.4	-2.1	1.0	-1.1	-0.1	-4.6
COc1ccc(C(CNS(=O)(=O)c2ccc(C)cc2)N2CCN(C)CC2)cc1 (stereo not given)	-1.9	-2.2	0.0	-0.2	-1.4	-0.8	-0.1	-0.5	-1.0	1.5	0.1
CCn1c(COc2cccc3cccnc23)nnc1SCC(=O)OC	0.4	-14.7	-2.0	0.7	0.4	2.6	-0.3	0.2	-1.6	0.3	-10.8
Nc1ccn([C@@H]2O[C@H](CNCc3ccc(Oc4cc(-n5cccn5)ncn4)cc3)[C@@H](O)[C@H]2O)c(=O)n1	-0.3	-6.9	-0.7	2.5	-1.2	-0.4	0.6	0.2	-1.5	1.1	1.3
COc1cccc2c1C(=O)c1c(O)c3c(c(O)c1C2=O)C[C@@](O)(C(=O)CO)C[C@@H]3O[C@H]1C[C@H](N)[C@H](O)[C@H](C)O1	-12.1	-4.6	-6.7	-5.7	-13.6	-13.4	5.4	-5.9	2.2*	-2.7	-4.2
O=C(O)/C=C/c1cn(Cc2ccccc2)nc1-c1ccc(Cl)cc1	-1.5	-4.5	1.4	-5.0	-2.5	-1.3	0.9	0.8	-1.0	-0.6	-3.1
O=C(CSc1nnc(-c2ccncc2)o1)NCc1ccccc1	-2.2	2.8	4.0	0.4	-2.4	3.1	1.2	-0.3	-0.9	0.0	-0.1
CCOC(=O)c1ccc2c(c1)nc(-c1ccc(F)cc1)c1nccn12	-2.7	-5.5	-2.2	3.7	-1.0	-0.3	2.7	0.5	-0.1	0.4	-1.4
N#Cc1c2c(c(-c3ccccc3)[nH]c1=O)CCCC2	1.2	-4.9	2.1	-1.3	0.4	1.8	-1.7	-0.2	-0.9	1.1	0.0
C/C(=N\NC(=O)CN1CCN(c2ccc(F)cc2)CC1)c1ccco1	-3.0	-0.2	2.0	-0.5	-3.3	0.9	1.7	-0.1	-0.6	-2.1	-2.8
O=C(/C=C/c1cccc([N+](=O)[O-])c1)c1ccco1	-1.1	-0.4	2.3	1.6	-0.9	1.9	-0.7	-0.6	-1.3	-0.2	-0.6
SMILES	SMARCA2 act	ADAM10 inh	hgDAF12 agonist	NPR1 activator	PG9 binder	FXN GAA850 act	hcDAF-12 act	DAX1 inh-1	ssDAF12 agonist	DAX1 inh-2	ADAM17 inh
Cc1ccc(S(=O)(=O)NCc2ccccc2)cc1C(=O)N1CC(C)CC(C)C1 (stereo not given)	-3.8	-15.3	3.9	0.3	0.1	1.6	-1.6	1.5	-0.9	0.2	-2.3
CCn1c(SCC(=O)Nc2ccccc2OC)nc(O)cc1=O	-0.4	0.7	1.1	5.0	0.1	1.1	-0.1	-0.5	-0.9	0.0	0.1
Cc1onc(-c2ccccc2)c1C(=O)Nc1ccc2c(c1)OCCO2	-1.9	6.1	0.5	0.9	-0.9	-3.8	-0.6	-1.6	-1.7	-0.3	1.0
COc1ccc(Nc2nc(-c3cccc([N+](=O)[O-])c3)nc3ccccc23)c(OC)c1	-2.9	-4.0	-0.2	-26.1	-0.3	2.6	-0.3	0.1	-1.8	0.4	-3.8
COc1cc(OC)cc(C(=O)N/N=C/c2ccc(OC)c(COc3ccc4ccccc4c3)c2)c1	-1.0	-6.8	-0.8	-3.8	1.7	-2.7	-1.5	-2.3	-1.2	-1.3	1.5
O=C1NC(=O)C2(COC3(CCCC3)OC2)S1	-0.1	-1.6	-1.5	0.7	0.9	-0.1	-0.7	0.0	-1.0	-1.4	-3.5
O=C(NCc1nc2ccccc2[nH]1)C1=C[C@@H](c2ccc(C(F)(F)F)cc2)C[C@@H](OCc2ccc(CO)cc2)O1	-0.7	17.0	0.7	-2.1	1.1	-0.4	-1.1	0.1	-1.2	-1.3	-0.2
CCCC(=O)Nc1ccc(N2CCCCC2)cc1	5.5	-3.3	5.5	-0.8	-0.1	2.5	2.8	1.5	-0.4	0.1	-9.1
O=C(CSc1n[nH]c(=O)[nH]c1=O)N/N=C/c1ccccc1	-3.1	-3.7	-0.3	2.8	-0.1	-1.0	2.8	0.0	-1.3	0.1	1.0
OC[C@@H]1CN(Cc2ccncc2)C[C@H](n2cnc3c(N4CCOCC4)ncnc32)O1	-3.6	-10.1	-1.2	-0.9	-0.7	0.4	-0.9	0.4	-1.4	·	-6.0
Nc1[nH]c(C(=O)c2ccccc2)c(-c2ccc(Cl)cc2)c1C(=O)c1c[nH]c2ccc(Br)cc12	-2.4	8.2	3.7	-9.9	-0.3	·	2.5	-0.8	-0.5	·	5.1
OCC[C@@H]1C[C@H](O)[C@@H](O)[C@]2(CCc3ccccc3O2)O1	1.9	0.4	1.2	2.8	-0.1	0.4	-1.4	-0.7	-1.0	-0.4	2.3
COc1cc(C(=O)N2CCc3ccccc32)cc(OC)c1OC	-0.3	-0.7	1.7	3.4	-1.9	1.7	1.7	0.1	-1.2	1.2	-2.7
CCn1c(SCC(=O)c2ccc(Cl)s2)nnc1-c1cccs1	1.5	3.1	4.0	-7.8	-3.1	3.7	0.7	-0.1	-0.6	-0.3	-2.1
O=C(Nc1cccn(Cc2c(Cl)cccc2Cl)c1=O)c1c(Cl)cccc1Cl	1.0	-2.9	-1.6	0.0	-0.6	0.1	0.3	-0.6	-1.7	-1.8	0.6
CCCCCCCC(=O)Nc1cc(C(=O)NCc2ccc(C)cc2)ccc1N1CCC2(CC1)CC(c1cccc(Br)c1)=NO2	0.0	7.0	3.2	-1.4	0.1	0.7	-1.2	-0.1	-0.5	1.9	2.7
COc1ccc(CN(C(=O)c2ccccc2OC)C2CCS(=O)(=O)C2)cc1 (stereo not given)	-1.7	-3.2	-1.6	-6.4	2.5	0.4	-0.5	0.7	-0.5	0.9	-0.8
CC(C)NS(=O)(=O)c1ccc(CCC(=O)NCc2ccc3c(c2)OCO3)cc1	0.3	-7.1	1.4	0.0	-3.8	1.6	1.2	0.1	-1.7	1.5	-2.1
Cc1c(C(=O)N2CC[C@@H](N3CCC(O)CC3)[C@H](O)C2)[nH]c2ccc(Cl)cc12	-0.8	-5.9	0.4	0.0	-0.6	3.9	1.7	-0.5	-1.3	-0.4	-2.8
O=C(NCCNc1ccc([N+](=O)[O-])cc1C(F)(F)F)c1cccc(F)c1	-3.6	20.5*	-1.5	-6.9	1.9	2.5	-3.1	-0.7	-1.9	-1.5	-1.8
CCCCCC1C(C(=O)OCC)C(=O)NC1(C(=O)OCC)C(=O)OCC (stereo not given)	-2.8	0.9	-0.9	-9.9	-3.0	0.8	-0.1	-1.3	-1.3	-0.3	-1.3
Cc1nnc(SCC(=O)N2CC(=O)Nc3ccccc32)n1Cc1ccccc1	-0.8	0.1	-1.5	2.8	-1.0	-0.5	-0.5	-0.3	-1.3	-0.9	1.5
O=C(CN1CCN(S(=O)(=O)c2ccccc2)CC1)Nc1ccccc1C(=O)NC1CC1	-3.8	-3.1	-2.2	-0.1	1.1	-0.6	0.2	0.1	-1.7	-0.1	-2.3
Cc1ccc(S(=O)(=O)NCc2ccc3c(c2)cc(C)n3C)cc1	-1.8	-14.9	0.9	-0.5	-1.0	3.5	1.6	0.8	-1.5	0.7	-0.3
COc1ccc(S(=O)(=O)N2CCOC2CNC(=O)C(=O)NCCc2ccc(OC)c(OC)c2)cc1 (stereo not given)	-4.5	3.0	-4.0	1.5	0.1	1.3	-2.4	-1.7	-1.5	-1.9	-0.5
Cc1ccc(C(C)NC(=O)c2ccncc2)c(C)c1 (stereo not given)	0.7	4.4	-1.1	-1.9	1.1	1.5	-1.8	-0.5	-1.8	-1.1	-2.8
C=CCN1C(=O)[C@@H](CC(=O)NCc2cccc3ccccc23)[C@]2(C(=O)OCC)CCCCC/C=C/12	-0.5	7.8	-2.0	-3.4	·	·	0.9	-0.6	-1.2	·	11.0*

This is a random part of the collection (roughly 6.8% active in at least one column).
